G6PDH counter – L. mesenteroides G6PDH inhibition counter-screen; Purified L. mesenteroides G6PDH, diaphorase/resazurin coupled fluorescence, 45 min; inhibition, % at 5 µM; 0.12% of 200,000 active; in the data active means inhibition above about 50%
Diaphorase inh – counter-screen for diaphorase-based assays: diaphorase inhibitors and chemical oxidizers; diaphorase resazurin-to-resorufin fluorescence, NADH, 16 min; bacterial (C. kluyveri) enzyme, not human; 0.69% of 190,000 active; inhibition, % at 20 µM;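 active means primary screen inhibition at 20 µM above a set limit, cut at about 50% in these data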;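 further: plate controls were DMSO with full reaction for no effect and wells lacking NADH for full effect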
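Assay system: diaphorase enzyme from Clostridium kluyveri. Quantity: enzyme working solution with 0.14 U/mL diaphorase. Schedule: reaction incubation of 16 min at room temperature. Technique: resorufin fluorescence, excitation 544 nm, emission 590 nm. Controls: No-NADH positive control and DMSO neutral control.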
TLR4-MyD88 BLA – TLR4-MyD88 interaction inhibition in cells; O00206+Q99836; HeLa CL3-4 TLR4/MyD88 BLA complementation, FRET ratio; inhibition, % at 8.4 µM; 0.18% of 200,000 active; in the data active means inhibition above about 25%;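 further: 0% = vehicle and 100% = reference inhibitor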
Target sequence (O00206 whole entry, looked up): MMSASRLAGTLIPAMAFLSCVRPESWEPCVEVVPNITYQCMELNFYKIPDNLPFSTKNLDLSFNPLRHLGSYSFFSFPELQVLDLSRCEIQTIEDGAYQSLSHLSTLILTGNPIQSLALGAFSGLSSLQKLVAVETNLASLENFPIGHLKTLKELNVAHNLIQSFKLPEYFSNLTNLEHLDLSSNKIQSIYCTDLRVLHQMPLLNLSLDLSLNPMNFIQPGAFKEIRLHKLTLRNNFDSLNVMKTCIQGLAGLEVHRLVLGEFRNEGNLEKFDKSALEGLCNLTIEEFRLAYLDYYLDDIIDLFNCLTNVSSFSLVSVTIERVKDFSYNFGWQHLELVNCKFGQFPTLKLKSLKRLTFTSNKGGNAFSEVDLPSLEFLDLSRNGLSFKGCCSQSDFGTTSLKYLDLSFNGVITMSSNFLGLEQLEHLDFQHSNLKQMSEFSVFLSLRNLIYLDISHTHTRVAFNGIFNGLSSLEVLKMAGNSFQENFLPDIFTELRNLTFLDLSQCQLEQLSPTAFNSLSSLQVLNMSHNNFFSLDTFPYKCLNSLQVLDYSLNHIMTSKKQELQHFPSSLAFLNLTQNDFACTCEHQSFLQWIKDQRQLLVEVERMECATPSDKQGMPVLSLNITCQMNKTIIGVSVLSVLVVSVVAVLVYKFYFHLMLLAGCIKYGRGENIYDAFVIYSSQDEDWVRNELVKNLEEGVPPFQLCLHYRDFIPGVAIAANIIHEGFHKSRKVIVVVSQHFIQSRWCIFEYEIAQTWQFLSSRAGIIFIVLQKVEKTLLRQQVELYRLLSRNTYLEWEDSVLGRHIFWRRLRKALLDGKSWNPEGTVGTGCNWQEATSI
Target sequence (Q99836 whole entry, looked up): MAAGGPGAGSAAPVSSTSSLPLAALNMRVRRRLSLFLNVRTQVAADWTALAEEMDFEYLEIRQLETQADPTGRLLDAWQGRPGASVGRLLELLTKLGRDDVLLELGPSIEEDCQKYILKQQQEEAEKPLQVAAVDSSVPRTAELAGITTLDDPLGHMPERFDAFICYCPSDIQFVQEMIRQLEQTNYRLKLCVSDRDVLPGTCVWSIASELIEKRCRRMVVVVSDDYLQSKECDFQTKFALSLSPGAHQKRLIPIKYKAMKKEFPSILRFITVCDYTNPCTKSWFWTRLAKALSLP
Hsp70 activator – switches on Hsp70 transcription; HeLa Hsp70 promoter luciferase reporter, luminescence; scaled: vehicle 0, proteasome-inhibitor control 100%; 0.04% of 200,000 active; activation, % at 10 µM;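 active means activation above the mean across all tested compounds plus 3 SD, cutoff set per campaign, cut at about 5.5% in these data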;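 further: 100% = MG132 at 30 µM as the positive control and 0% = DMSO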
Diaph act CS – diaphorase activation or chemical reduction counter-screen; AID 1229; Diaphorase/resazurin coupled assay, resorufin fluorescence, 16 min; hits give high values; 1 = vehicle wells, 0 = NADH-free wells; 0.005% of 190,000 active; activation factor at 20 µM;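 active means diaphorase activity raised at least twofold by the compound at 20 µM; inactive means activation factor below 2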
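Measured by – red resorufin fluorescence at 544/590 nm excitation/emission · Test system – Clostridium kluyveri diaphorase, purified enzyme · Incubation – reaction time 16 min, room temperature · Buffer or medium – 50 mM HEPES pH 7.4 with 4.542 mM MgCl2, 0.005% Tween 20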
STAT3 blocker – inhibitors of IL-6 induced STAT3 signaling; U3A cells, IL-6 STAT3-luciferase reporter, luminescence; host cell line lacks STAT1; inhibition, % at 5.5 µM; 0.89% of 190,000 active;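 active means inhibition above the mean inhibition across all screened compounds plus 3 SD, cut at about 44% in these data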;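 further: 0% = DMSO only wells and 100% = 100 µM nifuroxazide control wells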
APP 5UTR inh – APP translation inhibition. 0.82% of 190,000 active. SH-SY5Y APP 5'UTR-luciferase reporter, luminescence. inhibition, % at 2 µM;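 active means inhibition above a set limit, derived from the sample mean plus 3 SD, cut at about 45% in these data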; further: values of inactives mirror those of a sister screen read the other way
STAT1 activator – activators of IFN-gamma induced STAT1 signaling | NIH 3T3 STAT1-luciferase reporter, luminescence; 100% = IFN-gamma alone, no compound | activation (% of control), % at 5.5 µM | 2.6% of 200,000 active;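 active means activation above the screen-wide mean activation plus 3 SD, cut at about 130% in these data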;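 further: raw ratio to IFN-gamma control signal so 100% means no change and 0% no light; values of inactives mirror those of a sister screen read the other way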
STAT1 inh – inhibitors of IFN-gamma induced STAT1 signaling; NIH 3T3 STAT1-luciferase reporter, luminescence; 0.35% of 200,000 active; inhibition, % at 5.5 µM;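 active means inhibition above a set limit, the mean inhibition across all tested compounds plus 3 SD, cut at about 34% in these data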;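 further: 0% = IFN-gamma with DMSO and 100% = IFN-gamma with 300 µM nifuroxazide; values of inactives mirror those of a sister screen read the other way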
STAT3 act – increases IL-6 driven STAT3 reporter signal; U3A cells, IL-6 STAT3-luciferase reporter, luminescence; 100% = signal with IL-6 EC80 alone; 0.91% of 190,000 active; activation (% of control), % at 5.6 µM;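 active means activation above the screen-wide mean of compound activation plus 3 SD, cut at about 130% in these data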;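 further: 0% = background luminescence of wells with medium and substrate only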
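Test system: human U3A cells carrying STAT3-luciferase construct; control set: IL-6-only wells as 100% reference; timing: compound pre-incubation 1 h before IL-6, then 6 h stimulation at 37 °C; also added: IL-6 stimulus at 33 ng/mL final; evaluation: % activation versus median of IL-6-stimulated wells; detection: reporter luminescence signal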
* = called active by the depositor; . = no result given.

Screens in order: G6PDH counter	Diaphorase inh	TLR4-MyD88 BLA	Hsp70 activator	Diaph act CS	STAT3 blocker	APP 5UTR inh	STAT1 activator	STAT1 inh	STAT3 act
- CCOc1ccccc1NC(=O)NC1(C(=O)N2CCOCC2)CCCCC1
    3	14	-2	-0.2	0.9	5	12	99	1	99
- Cc1ccc(C(=O)Nc2ccc(C(=O)O)cc2)cc1S(=O)(=O)Nc1cccc([N+](=O)[O-])c1
    -2	10	-5	-0.3	0.9	6	6	94	6	98
- CC(C)CCn1c(Cl)nc2c1c(=O)n(C)c(=O)n2C
    5	19	2	-0.5	0.8	13	10	103	-3	95
- CCOC(=O)C(=O)/C(=C\N(C)C)c1onc(-c2c(F)cccc2Cl)c1C(=O)OC
    -7	7	-2	0.0	0.9	1	-12	100	0	104
- Clc1ccc(Sc2cc(N3CCOCC3)nc(-c3ccccc3)n2)cc1
    6	16	2	0.0	0.8	10	9	97	3	96
- O=C(CSc1nc2ccccc2o1)c1ccc2c(c1)OCCO2
    -24	19	-7	-0.2	0.8	-12	-15	104	-4	110
- CCCCNC(=O)c1ccc2c(SCC(=O)O)c3c(nc2c1)CCCC3
    1	7	-6	0.0	0.9	9	8	102	-2	99
- O=C(CSc1nc2ccc(NC(=O)C3CCCCC3)cc2s1)NCC1CCCO1 (centres undefined)
    7	10	-6	-0.2	0.9	-9	-32	101	-1	108
- O=C(Nc1cccnc1)c1cccs1
    4	13	-9	-0.2	0.9	10	9	99	1	95
- CC(=O)OCCN(CCOC(C)=O)c1c(C)[nH]c(=O)[nH]c1=O
    5	9	-10	-0.1	0.9	-2	-8	93	7	104
- Cc1ccc2oc(=O)c3cc(C(=O)NCCN4CCN(C)CC4)sc3c2c1
    -10	1	11	-0.3	1	-2	-10	101	0	102
- Nc1ccc(N2CCCCC2)c2nonc12
    54*	30	-6	0.0	0.7	0	2	92	6	106
- CN(C(=O)COC(=O)c1cccnc1Nc1ccccc1F)C1CCS(=O)(=O)C1 (centres undefined)
    0	7	2	-0.1	0.9	-6	-6	104	-5	106
- Cc1ccc(S(=O)(=O)N/N=C(\c2ccccc2)c2cccnc2)cc1
    4	14	-1	0.0	0.9	18	-7	93	6	93
- O=C(CCCCCN1C(=O)c2cccc3cccc(c23)C1=O)NCCO
    4	1	11	-0.1	1	18	2	100	-2	89
- O=C(CCCOc1ccc(Cl)cc1Cl)N/N=C/c1cccc([N+](=O)[O-])c1
    -6	8	1	-0.1	0.9	5	8	106	-7	97
- O=C(Nc1ccccc1)C1CC(=O)N(c2ccc3c4c(cccc24)CC3)C1 (centres undefined)
    6	12	6	-0.3	0.9	1	-1	98	3	101
- CCN(CC)C(=O)CSc1nnc(-c2cnccn2)n1-c1ccc(C)cc1
    7	5	-2	-0.1	1	-1	-5	100	0	103
- COc1nc(-c2ccccc2)cc(C(F)(F)F)n1
    -4	12	1	-0.2	0.9	16	-1	97	3	90
- O=C(C1CCN(c2nnc(-n3cccc3)s2)CC1)N1CCN(c2cccc(C(F)(F)F)c2)CC1
    2	6	11	-0.3	0.9	13	5	95	6	92
- CC1CCc2c(sc3nc(CN4CCOCC4)nc(Sc4ccccc4)c23)C1 (centres undefined)
    0	12	-12	-0.3	0.9	-3	16	106	-6	103
- C=CCOC(=O)/C(=C/c1ccco1)NC(=O)/C=C/c1ccccc1
    10	-2	1	-0.2	1	7	-3	94	6	100
- O=C(Nc1ccccc1)c1c(F)cccc1F
    6	-4	-2	0.4	1	18	-9	101	-1	88
- Cc1cc(=O)oc2ccc(OCC(=O)O)cc12
    10	4	0	-0.1	1	2	-6	94	7	102
- O=C(NCc1ccccc1)C1=C[C@@H](c2coc3ccccc3c2=O)C[C@@H](OCCCCO)O1
    17	24	-2	0.0	0.8	.	-7	97	5	.
- C=CCc1cccc(/C=N/NC(=O)C(C)Nc2cccc(C)c2)c1O (centres undefined)
    7	6	12	-0.1	0.9	-3	26	95	4	105
- CCCCN(C(=O)CSc1cc(C)c2ccc(OC)cc2n1)c1c(N)n(Cc2ccccc2)c(=O)[nH]c1=O
    4	15	-12	-0.1	0.8	-3	8	89	12	105
- O=c1cc(-c2ccccc2)nc(N2CCN(Cc3ccc4c(c3)OCO4)CC2)[nH]1
    0	9	1	-0.1	0.9	5	8	95	5	100
- CC(C)CCNC(=O)C1CCCN1C(=O)NC1CCCCC1 (centres undefined)
    5	0	0	-0.2	1	-6	-1	105	-6	106
- OCC1(CCOc2ccccc2)CCN(CC2=Cc3cc(Cl)ccc3OC2)CC1
    0	8	4	-0.4	0.9	7	-10	96	2	96

Reprinted at random: two records from the list, in no set order.
Screens in order: G6PDH counter	Diaphorase inh	TLR4-MyD88 BLA	Hsp70 activator	Diaph act CS	STAT3 blocker	APP 5UTR inh	STAT1 activator	STAT1 inh	STAT3 act
- C=CCc1cccc(/C=N/NC(=O)C(C)Nc2cccc(C)c2)c1O (centres undefined)
    7	6	12	-0.1	0.9	-3	26	95	4	105
- O=C(Nc1ccccc1)c1c(F)cccc1F
    6	-4	-2	0.4	1	18	-9	101	-1	88

One compound at a time, from the list above. Values in the order: G6PDH counter, Diaphorase inh, TLR4-MyD88 BLA, Hsp70 activator, Diaph act CS, STAT3 blocker, APP 5UTR inh, STAT1 activator, STAT1 inh, STAT3 act
Entry for CCCCN(C(=O)CSc1cc(C)c2ccc(OC)cc2n1)c1c(N)n(Cc2ccccc2)c(=O)[nH]c1=O → 4, 15, -12, -0.1, 0.8, -3, 8, 89, 12, 105
Entry for O=c1cc(-c2ccccc2)nc(N2CCN(Cc3ccc4c(c3)OCO4)CC2)[nH]1 → 0, 9, 1, -0.1, 0.9, 5, 8, 95, 5, 100

(next part)
Screens in order: G6PDH counter	Diaphorase inh	TLR4-MyD88 BLA	Hsp70 activator	Diaph act CS	STAT3 blocker	APP 5UTR inh	STAT1 activator	STAT1 inh	STAT3 act
- CC1CCN(C2CC(=O)N(c3ccccc3)C2=O)CC1 (centres undefined)
    10	5	-11	-0.2	0.9	4	-1	109	-12	98
- O=C(COc1cccnc1[N+](=O)[O-])NCCc1ccc(Cl)cc1Cl
    9	23	0	-0.4	0.8	11	-18	96	4	92
- Fc1ccccc1N1CCN(c2nc3ccccc3n3nnnc23)CC1
    6	24	-13	0.4	0.8	11	-17	106	-8	96
- CCOc1ccccc1Nc1ncccc1C(=O)N1CCCC1
    25	-6	-4	0.0	1.1	16	-8	93	7	88
- CCOC(=O)C1(Cc2ccccc2)CCCN(Cc2ccccn2)C1 (centres undefined)
    6	7	-1	-0.2	0.9	-11	7	95	4	113
- Cc1cccc(CN2CCN(c3ccccn3)CC2)c1
    .	.	4	-0.6	.	17	-9	100	0	90
- Cc1ccccc1C(=O)NC(=S)Nc1ccc(N2CCOCC2)cc1
    4	4	-18	-0.3	1	0	-6	101	-3	102
- COc1ccc(OC)c(NC(=O)CSc2nc3ccccc3cc2Cc2ccccc2)c1
    4	1	0	-0.4	1	0	-4	96	4	109
- Cc1ccc(S(=O)(=O)NCCc2nnc3ccc(SCC(=O)Nc4nc5ccccc5s4)nn23)cc1
    9	15	-16	0.2	0.9	-4	1	82	21	101
- O=C(NN=C1CCCCCCC1)C(=O)NC1CCCCC1
    1	-10	-3	-0.3	1.1	-1	6	103	-3	107
- O=C(Nc1ccc2c(c1)OCCO2)c1cccc(S(=O)(=O)N2CCCCC2)c1
    0	25	4	-0.1	0.8	2	-3	97	3	96
- Cc1ccc(S(=O)(=O)/N=C(\Nc2cccc(C)c2)Nc2nc(C)cc(C)n2)cc1
    0	4	2	-0.2	1	4	-36	105	-6	98
- COc1ccc2[nH]cc(CCNC(=O)c3ccc([N+](=O)[O-])cc3)c2c1
    10	.	-9	-0.3	.	0	10	108	-11	102
- CCc1ccccc1NC(=O)c1ccc(NS(C)(=O)=O)cc1
    13	12	5	-0.2	0.9	3	12	98	1	104
- COC(=O)[C@H](Cc1ccccc1)NC(=O)N1CCCCC1C (some centres undefined)
    -6	5	-2	-0.1	1	-4	14	107	-8	105
- CCN(CC)S(=O)(=O)c1ccc(NS(=O)(=O)c2cccc(C)c2)cc1
    -4	14	-1	-0.1	0.9	0	-8	106	-7	105
- CC(=C/c1ccc(C(C)C)cc1)/C=N/NC(=O)c1ccncc1
    -6	0	-7	-0.3	1	18	-5	100	0	85
- CC1(C)NC(=O)N(CCCCOc2ccc(Br)cc2Cl)C1=O
    2	19	5	-0.1	0.8	-12	-27	95	6	110
- O=C(c1cccc(S(=O)(=O)N2CCCC2)c1)c1cccc(S(=O)(=O)N2CCCC2)c1
    4	18	0	-0.3	0.8	33	2	90	11	75
- Cc1ccc(S(=O)(=O)N2CCC(C(=O)O)CC2)cc1C(=O)O
    10	-17	2	0.0	1.2	0	15	96	6	104
- COc1ccc2c(c1OC)C(=O)N(c1ccc3c(c1)CCC3)C2=O
    8	12	3	-0.1	0.9	20	-11	102	-2	86
- O=C(NCc1ccccc1)c1ccc(S(=O)(=O)N2CCCC2)cc1
    11	1	-11	-0.2	1	0	51*	103	-3	107
- Cc1ccc(NC(=O)CCSc2ccccn2)cc1
    -8	11	-10	0.2	0.9	12	-81	142*	-48	92
- COc1ccc(NC(=O)C23CC4CC(C2)CC(n2cnc(Br)n2)(C4)C3)c(OC)c1
    15	2	-2	-0.1	1	1	-5	100	0	106
- CC(=O)N/N=c1\sc2ccccc2n1C
    0	-8	9	-0.2	1.1	6	-12	112	-14	105
- CN(C)c1nc(-c2ccccc2)c2cnn(Cc3ccccc3)c2n1
    2	19	-3	-0.3	0.8	10	-5	99	1	97
- CCOC(=O)c1csc(NC(=O)CSc2nnnn2-c2ccc(OC)cc2)n1
    2	14	8	-0.2	0.9	15	14	97	3	90
- CCN(CC)S(=O)(=O)c1ccc(-c2nnc(SCC(=O)Nc3ccc4c(c3)OCO4)o2)cc1
    2	-1	4	-0.1	1	0	0	100	0	103
- CCCOc1ccc(C(=O)c2nc3c(n2O)CCCCC3)cc1
    4	-8	-14	0.3	1.1	4	15	95	7	97
- O=S(=O)(NCc1cccnc1)c1ccc(Cl)s1
    7	10	-9	0.3	0.9	10	12	97	3	95
- O=C(NCn1ccc(=O)[nH]c1=S)c1ccccc1
    7	10	0	-0.3	0.9	-6	-1	100	-1	105
- O=Cc1cccn1-c1cccc([N+](=O)[O-])c1
    10	-3	-2	0.0	1	4	-10	94	5	99
- O=C(COc1cc(Cl)c(Cl)cc1Cl)NCCN1CCOCC1
    -11	5	-9	-0.5	0.9	6	-8	98	1	96
- O=C(Nc1nc(-c2ccccc2)cs1)C1CCCN(S(=O)(=O)c2ccccc2)C1 (centres undefined)
    6	6	-9	-0.2	0.9	8	3	98	2	97

Not a hit list. About 6.1% of those tested had a hit in this group.
